Yeast superoxide: caloric restriction mimetics inhibiting age-related superoxide in yeast. S. cerevisiae aged cells, superoxide DHE fluorescence; hits give low values. superoxide response (% of plate mean), % at 10 µM. 330,000 tested, 0.18% active. AID 2690;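 active = superoxide response under a set limit, about three screen SD below normal, cut at about 65% in these data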;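 note: yeast aged for seven days with compound at 30 °C before DHE staining; 100% = average MFI of all compound-treated wells on the plate with controls excluded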
Numbers without * were called inactive. A portion of the library; count on the stated rates, not on these rows.

The opening four entries, ahead of the listing:
canonical_smiles,Yeast superoxide
C#CCOCCOCCOCCNc1nc(N2CCN(C(=O)[C@H](CCCCN)n3cc(CN)nn3)CC2)nc(N2CCN(C(=O)[C@H](CCC(=O)O)n3cc([C@@H](N)[C@H](C)CC)nn3)CC2)n1,101
CC(C)=CCC/C(C)=C/CNC(=O)C[C@H]1C[C@H](C(=O)N2CCCCC2)[C@@]2(CCc3ccccc3)c3[nH]c4cc(-c5ccco5)ccc4c3CCN2C1=O,102
CCC(C)Sc1ccc([C@@H]2[C@H]3C(=O)N(C)C(=O)[C@H]3[C@]3(C(=O)OC)CCCN23)cc1 (stereo not given in full),108
OC[C@@H]1CC[C@@H](Cc2ccc(-c3ccccc3)cc2)O1,96

The whole of this part (from the top)
canonical_smiles,Yeast superoxide
C#CCOCCOCCOCCNc1nc(N2CCN(C(=O)[C@H](CCCCN)n3cc(CN)nn3)CC2)nc(N2CCN(C(=O)[C@H](CCC(=O)O)n3cc([C@@H](N)[C@H](C)CC)nn3)CC2)n1,101
CC(C)=CCC/C(C)=C/CNC(=O)C[C@H]1C[C@H](C(=O)N2CCCCC2)[C@@]2(CCc3ccccc3)c3[nH]c4cc(-c5ccco5)ccc4c3CCN2C1=O,102
CCC(C)Sc1ccc([C@@H]2[C@H]3C(=O)N(C)C(=O)[C@H]3[C@]3(C(=O)OC)CCCN23)cc1 (stereo not given in full),108
OC[C@@H]1CC[C@@H](Cc2ccc(-c3ccccc3)cc2)O1,96
Cn1c(N)c(C(=O)COC(=O)CNC(=O)c2ccc(Cl)cc2Cl)c(=O)n(C)c1=O,109
CC[C@@]1(C(=O)OC)N[C@H](CN(C)C(C)=O)[C@@H]2C(=O)N(C)C(=O)[C@@H]21,98
COc1cc(C2CC(=O)Oc3cc(O)ccc32)cc(OC)c1OC (stereo not given),106
COc1ccc(S(=O)(=O)Nc2cccc3c2O[C@H](CN(C)C(=O)NC(C)C)[C@@H](C)CN([C@H](C)CO)C3=O)cc1,101
O=S1(=O)c2ccccc2OC(COCc2ccccc2)CN1C1CC1 (stereo not given),93
Cc1ccc(NC(=O)c2ncn(CC(=O)N[C@H](CO)Cc3c[nH]c4ccccc34)n2)cc1C,82
Cc1ccc(S(=O)(=O)N2[C@@H](c3ccc(Br)cc3)C(C(=O)O)=CC[C@H]2c2ccc3c(c2)OCO3)cc1,86
c1cncc(-c2cn(C[C@H]3CC[C@H](Cn4cc(-c5cccnc5)nn4)O3)nn2)c1,96
CC(C)(C)[C@@H]1C=C(C(=O)O)[C@H](c2ccc(Cl)cc2)N1S(=O)(=O)c1ccccc1,112
COc1ccc(-c2c(C)cc3oc(=O)cc(-c4ccccc4)c3c2C)cc1F,94
Cc1nnc(SCC(=O)NC2CCCCC2)n1N,89
COC(=O)[C@]1(C)N[C@H](c2ccc(-c3ccc(OC)cc3)cc2)[C@@H]2C(=O)N(C)C(=O)[C@@H]21,97
CCCSc1ccc([C@H]2N[C@@](C)(C(=O)OC)[C@H]3C(=O)N(CC)C(=O)[C@@H]23)cc1,94
CCN(C[C@H]1N[C@@](CC)(C(=O)OC)[C@H]2C(=O)N(Cc3ccccc3)C(=O)[C@@H]12)C(=O)COC,122
CCC1Nc2ncnc(N3CCc4ccccc4C3)c2N(Cc2ccc(Cl)cc2)C1=O (stereo not given),134
C=CCN1c2ccccc2C(=O)C(C)S1(=O)=O (stereo not given),119

The list goes on (two carried over from the part before).
canonical_smiles,Yeast superoxide
CCC1Nc2ncnc(N3CCc4ccccc4C3)c2N(Cc2ccc(Cl)cc2)C1=O (stereo not given),134
C=CCN1c2ccccc2C(=O)C(C)S1(=O)=O (stereo not given),119
COc1cc2oc(=O)cc(-c3ccc(-c4ccc(OC(F)(F)F)cc4)cc3)c2c(OC)c1OC,103
Oc1cc(Nc2ccncc2)cc2cccnc12,102
c1cc2c(cc1CNc1ccc(N3CCOCC3)cc1)OCO2,74
CN(C)CCCNC(=O)C[C@H]1C[C@H](C(=O)N2CCOCC2)[C@@]2(C)c3[nH]c4cc(CCC(=O)N(C)C)ccc4c3CCN2C1=O,95
Cc1nc(SCc2nc3c(F)cccc3[nH]2)c2oc3ccccc3c2n1,106
NCCC(=O)NC[C@H]1O[C@@H](n2cnc3c(N)ncnc32)[C@H](O)[C@@H]1O,99
O=C(Nc1cccc(Cl)c1)c1nc[nH]c1C(=O)NCCCCNC(=O)c1[nH]cnc1C(=O)Nc1cccc(Cl)c1,95
Cc1sc2ncnc(N3CCN(S(=O)(=O)c4ccc(C(C)(C)C)cc4)CC3)c2c1C,100
O=C(NCc1cccnc1)/C(=C/c1ccc([N+](=O)[O-])cc1)NC(=O)c1ccccc1,112
CC[C@]12c3[nH]c4ccc(OC)cc4c3CCN1C(=O)C(CC(=O)NCc1ccco1)C[C@@H]2C(=O)N1CCN(C(=O)C2CC2)CC1 (stereo not given in full),103
COc1ccc(-c2c(-c3cc(OC)cc(OC)c3)n(C)c3ccc(-c4ccc5cc[nH]c5c4)cc23)cc1,90
Nc1ncnc2c1ncn2[C@@H]1O[C@H](CNCc2cccc(C#Cc3ccccc3)c2)[C@@H](O)[C@H]1O,94
O=C(Cn1cnc2c(NCc3ccccc3)ncnc21)NCCc1cc2ccccc2[nH]1,98
CCN1C(=O)[C@H]2[C@@H](c3ccc(-c4ccc(F)cc4)c(OC)c3)N[C@@](Cc3ccccc3)(C(=O)OC)[C@H]2C1=O,102
COc1ccc(NC(=O)N(C)C[C@H]2Oc3ccc(NC(=O)c4ccncc4)cc3C(=O)N([C@H](C)CO)C[C@@H]2C)cc1,89
CC(C)(C)NC(=O)C[C@H]1C[C@H](C(=O)N2CCCCC2)[C@@]2(C)c3[nH]c4cc(-c5ccco5)ccc4c3CCN2C1=O,107
COC(=O)[C@]1(C)N[C@H](CN(C)C(=O)c2ccccc2)[C@@H]2C(=O)N(Cc3ccccc3)C(=O)[C@@H]21,91
Cc1ccc2c(c1)[C@H]1[C@H](CO2)[C@H](c2ccccc2)[C@]2(C)C(=O)Nc3cc(F)c(F)cc3C(=O)N12,100
C=CCC[C@H](Cc1ccc(F)cc1)C(=O)OC[C@@H](NC(=O)[C@H](CC=C)CC(=O)NCCO)c1ccccc1,121
COc1ccc(-c2ccc(-c3cc(=O)oc4cc(OC)c(OC)c(OC)c34)cc2)cc1F,110

Ordered by molecular weight (ascending): some entries from above
canonical_smiles,Yeast superoxide
NCCC(=O)NC[C@H]1O[C@@H](n2cnc3c(N)ncnc32)[C@H](O)[C@@H]1O,99
COc1ccc(-c2ccc(-c3cc(=O)oc4cc(OC)c(OC)c(OC)c34)cc2)cc1F,110
CC(C)(C)NC(=O)C[C@H]1C[C@H](C(=O)N2CCCCC2)[C@@]2(C)c3[nH]c4cc(-c5ccco5)ccc4c3CCN2C1=O,107
CC[C@]12c3[nH]c4ccc(OC)cc4c3CCN1C(=O)C(CC(=O)NCc1ccco1)C[C@@H]2C(=O)N1CCN(C(=O)C2CC2)CC1 (stereo not given in full),103

Continued:
canonical_smiles,Yeast superoxide
C[C@]12c3[nH]c4cc(-c5ccco5)ccc4c3CCN1C(=O)[C@@H](CC(=O)NCCC1=CCCCC1)C[C@@H]2C(=O)N1CCCCC1,100
CC(C)[C@H]1COCCS(=O)(=O)N1Cc1ccccc1-c1ccc(F)cc1,91
C[C@]12c3[nH]c4ccc(Cl)cc4c3CCN1C(=O)[C@@H](CC(=O)NCC13CC4CC(CC(C4)C1)C3)C[C@@H]2C(=O)N1CCCCC1,106
CC[C@]12c3[nH]c4ccc(Cl)cc4c3CCN1C(=O)[C@@H](CC(=O)NCCC1=CCCCC1)C[C@@H]2C(=O)N1CCN(C(=O)C2CC2)CC1,120
CN=C1N(C)C[C@@H]2[C@@H]3C(=O)N(C)C(=O)[C@@H]3[C@](C)(C(=O)OC)N12,120
O=C(C[C@H]1C/C=C\CC[C@@H](Cc2ccc(F)cc2)C(=O)OC[C@H]2CCCN2C1=O)N[C@H](CO)Cc1ccccc1,134
Cc1ccc(S(=O)(=O)N2CCN(S(=O)(=O)c3ccccc3Br)C2=O)cc1,97
C[C@@H]1C(c2cccc(Cl)c2)=NN(c2ccccc2)[C@H]1C(=O)N1CCOC1=O,92
CCN(C[C@H]1N[C@@](Cc2ccccc2)(C(=O)OC)[C@H]2C(=O)N(C)C(=O)[C@@H]12)C(=O)Nc1ccc(C)cc1,99
CCN(C[C@H]1N[C@@](CC)(C(=O)OC)[C@H]2C(=O)N(C)C(=O)[C@@H]12)C(C)=O,117
C[C@H](CO)N1C[C@H](C)[C@@H](CN(C)S(C)(=O)=O)Oc2c(NC(=O)C3CCCCC3)cccc2C1=O,101
Cc1ccc(-c2c(C)cc3oc(=O)cc(-c4ccccc4)c3c2C)cc1,98
CC(C)(C)[C@H]1COC(=O)CCCC/C=C\C[C@H](CC(=O)N(CCO)Cc2ccccc2)C(=O)N1,106
CCOC(=O)c1ccc(-c2c(C)cc3oc(=O)cc(-c4ccccc4)c3c2C)cc1,104
CCOC(=O)C1=C(C)N(C[C@@H]2CC[C@@H](Cc3ccc(-c4ccccc4)cc3)O2)C(=O)NC1c1ccc(C(F)(F)F)cc1 (stereo not given in full),93
CC(=O)C[C@@H](O)CC(=O)[C@H]1OC(=O)CCCCCCCCc2ccccc21,94
COc1ccc(-c2noc(CCC(=O)N3CCN(c4ccccc4F)CC3)n2)cc1,96
C/C(=N\NC(=O)CCC(=O)NCc1ccccc1)c1ccc([N+](=O)[O-])cc1,82
COc1ccc(S(=O)(=O)Nc2ccc3c(c2)C(=O)N([C@H](C)CO)C[C@H](C)[C@@H](CN(C)C(=O)Nc2ccc4c(c2)OCO4)O3)cc1,109
CCCCCCSc1ccc([C@@H]2[C@H]3C(=O)N(CC)C(=O)[C@H]3[C@]3(C(=O)OC)CCCCN23)cc1,90
Cc1ccc(NC(=O)c2ncn(CC(=O)NCc3ccc4[nH]ccc4c3)n2)cc1C,97
COC(=O)c1ccc(C)c(NC(=O)CCn2[nH]c(=O)ccc2=O)c1,121
C[C@@H]1CN([C@@H](C)CO)C(=O)c2cc(N(C)C)ccc2O[C@@H]1CN(C)Cc1ccncc1,87
CCOC(=O)C1=CN(Cc2cccc(Br)c2)S(=O)(=O)NC1C (stereo not given),116
O=C(NS(=O)(=O)N1CCOCC1)C1=C(N2CCCC2)COC1=O,84
C[C@H](CO)N1C[C@H](C)[C@@H](CN(C)S(=O)(=O)c2ccccc2)Oc2ccc(NS(=O)(=O)c3ccccc3)cc2C1=O,104
CC[C@]12c3[nH]c4ccc(Cl)cc4c3CCN1C(=O)[C@@H](CC(=O)NCc1ccco1)C[C@@H]2C(=O)N1CCN(C(=O)C2CC2)CC1,77
CCOC(=O)C1=CNS(=O)(=O)NC1CCc1ccccc1 (stereo not given),100
CCOC(=O)[C@H]1[C@H]2COc3cc(OC)ccc3[C@@H]2N2C(=O)c3c(C)cc(C)cc3NC(=O)[C@@]12C,101
O=C1C(Cc2ccccc2)Nc2ncnc(N3CCc4ccccc4C3)c2N1Cc1ccccc1 (stereo not given),96
O=C1OCCN1C(=O)[C@H]1[C@H](c2ccc(Cl)cc2)C(c2ccccc2)=NN1c1ccccc1,110
CC(NC(=O)COC(=O)C1CCCCC1)c1ccccc1 (stereo not given),91
Nc1ncnc2c1ncn2[C@@H]1O[C@H](CNC(=O)[C@@H](N)Cc2ccccc2)[C@@H](O)[C@H]1O,98
C[C@H](CO)N1C[C@H](C)[C@@H](CN(C)S(C)(=O)=O)Oc2c(NC(=O)c3ccncc3)cccc2C1=O,117
COc1ccc2[nH]c3c(c2c1)CCN1C(=O)C(CC(=O)NCCN2CCOCC2)C[C@H](C(=O)N(C(C)C)C(C)C)[C@@]31C (stereo not given in full),100
CC[C@]1(C(=O)OC)[C@H]2C(=O)N(C)C(=O)[C@H]2[C@H]2CN(C)C(=NC)N21,103
COc1cccc2cc(C(=O)OCC(=O)NC3CCCC(C)C3C)c(=O)oc12 (stereo not given),93
CCCCCCC(NC(=O)c1ccc(C)cc1)C(=O)O (stereo not given),100
O=C(c1ccco1)N1CCN(C(=O)c2ccc(-c3ccc([N+](=O)[O-])cc3)o2)CC1,102
COC(=O)c1ccc(CSC2=NC[C@@H]3[C@@H]4C(=O)N(C)C(=O)[C@@H]4[C@](C)(C(=O)OC)N23)cc1,102
COc1ccc(Br)cc1/C=C/C(=O)OCC(=O)NCCc1ccc(S(N)(=O)=O)cc1,87
CCOP(=O)(OCC)c1ccc2ccc3ccccc3c(=O)c2c1,106
COc1ccc(NC(=O)Nc2ccc3c(c2)C(=O)N([C@H](C)CO)C[C@H](C)[C@@H](CN(C)S(=O)(=O)c2ccccc2)O3)cc1,90
COc1cc(OC)c2c(-c3ccccc3)cc(=O)oc2c1C(CCN1CCOCC1)c1ccc(N(C)C)cc1 (stereo not given),88
C[C@H](CO)N1C[C@H](C)[C@@H](CN(C)S(=O)(=O)c2ccccc2)Oc2ccc(NC(=O)CCC(F)(F)F)cc2C1=O,87
COc1ccc(NC(=O)Nc2ccc3c(c2)CC(=O)N([C@H](C)CO)C[C@@H](C)[C@H](CN(C)C(=O)Nc2ccccc2)O3)cc1,103
O=S(=O)(c1ccccc1Br)N(CC(O)COCc1ccccc1)C1CC1 (stereo not given),98
CCCCC1=C(C(=O)OCC)C(C(=O)OCC)Oc2ccccc21 (stereo not given),116
CC[C@@H]1C(c2ccccc2)=NN(c2ccccc2)[C@H]1C(=O)N1CCOC1=O,118
CCCCCn1nc(C(=O)OCc2nc(N)nc(Nc3ccccc3)n2)c2ccccc2c1=O,86
CCN(C[C@H]1N[C@@](CC)(C(=O)OC)[C@H]2C(=O)N(Cc3ccccc3)C(=O)[C@@H]12)C(=O)COc1ccccc1,109
CC[C@]12c3[nH]c4ccc(OC)cc4c3CCN1C(=O)C(CC(=O)NCCCn1ccnc1)C[C@@H]2C(=O)N1CCN(C(=O)c2ccco2)CC1 (stereo not given in full),104
Cc1noc(C)c1S(=O)(=O)N(C)C[C@H]1Oc2ccc(NC(=O)C3CC3)cc2C(=O)N([C@H](C)CO)C[C@@H]1C,87
CCOC(=O)C1=CN(Cc2cccc(F)c2)S(=O)(=O)N(C)C1c1ccc(C(F)(F)F)cc1 (stereo not given),100

Screens as filed in PubChem BioAssay.
